Candida biofilm = kills Candida albicans biofilms; inhibition, % at 6 µM; hit rate 0.14% among 85,000; C. albicans biofilm + clotrimazole, Alamar Blue;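 active means inhibition above 20%; inactive means inhibition below 20%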;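 further: preformed 24 hr biofilms exposed to compound for 48 hr; 0% = biofilm without compound and 100% = blank killed by clotrimazole plus chlorhexidine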
Smad3 FoxH1 inh = blocks human Smad3 binding to FoxH1 peptide. TR-FRET Smad3/Dy647-FoxH1 peptide binding, europium anti-His. inhibition, % at 25 µM. hit rate 0.29% among 88,000;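 active means compounds that reduce the energy-transfer binding signal between the protein and its labelled peptide by more than half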;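 further: 0% = Smad3 plus labelled peptide maximal FRET and 100% = peptide-only background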
Target sequence (P84022 whole entry, looked up): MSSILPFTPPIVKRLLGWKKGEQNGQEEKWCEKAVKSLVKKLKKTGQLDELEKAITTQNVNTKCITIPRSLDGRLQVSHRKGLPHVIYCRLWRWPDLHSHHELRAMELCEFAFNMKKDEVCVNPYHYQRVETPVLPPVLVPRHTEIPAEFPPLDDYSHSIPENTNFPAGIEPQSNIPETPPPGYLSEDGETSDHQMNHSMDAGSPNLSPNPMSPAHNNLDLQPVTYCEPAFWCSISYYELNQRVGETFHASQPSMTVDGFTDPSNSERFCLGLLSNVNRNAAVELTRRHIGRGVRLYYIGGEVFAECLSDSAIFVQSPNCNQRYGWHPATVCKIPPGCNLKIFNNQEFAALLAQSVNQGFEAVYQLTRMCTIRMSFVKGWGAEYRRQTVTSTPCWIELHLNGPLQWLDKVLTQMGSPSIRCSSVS
ERa SRC1 inh = blocks coactivator binding to human estrogen receptor alpha; P03372; TR-FRET ER-alpha LBD / SRC-1 peptide, estradiol-bound; inhibition, % at 25.6 µM; hit rate 1.7% among 86,000; AID 629; in the data active means inhibition above about 50%;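 further: 0% = receptor plus peptide control and 100% = peptide only without receptor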
H69AR growth 86K = growth inhibitors of human H69AR lung tumor cells; viability, % at 10 µM; hit rate 6% among 85,000; H69AR lung tumor viability, ATP luminescence, 72 h; hits give low values;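 active means viability at or below 40%; inactive means viability above 40%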;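 further: multidrug resistant small cell line overexpressing MRP-1 efflux transporter; 100% = mean luminescence of untreated control wells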
ERa SRC1 pot = enhances coactivator binding to human estrogen receptor alpha; P03372; TR-FRET ERalpha-LBD/SRC-Cy5 coactivator binding, 2 h; 100 = basal binding, no effect; coactivator binding (% of control), % at 25.6 µM; hit rate 1.3% among 86,000; in the data active means activity above about 200%;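 further: binding measured in presence of low estradiol as agonist stimulus; 0% = peptide alone without receptor and 100% = receptor with peptide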
Fibroblast inh = blocks proliferation of human lung fibroblasts; viability, % at 10 µM; LL 47 human lung fibroblast viability, ATP luminescence; hits give low values; hit rate 1.1% among 85,000;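 active means viability at or below 50% in the single dose screen; inactive means viability above 50%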;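 further: compound exposure lasted 72 h before the ATP readout; 100% = median luminescence of untreated cell-only wells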
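Test system: LL 47 human lung fibroblasts; Quantity: 1,150 cells/well; Buffer or medium: IMEM plus 15% FBS; Dosing: tenfold compound dosing solution, DMSO at 0.1%; Timing: overnight cell rest, 72 h compound treatment at 37 °C; Detection: ATP-based CellTiter-Glo luminescent readout; Read-out basis: viability percentage against median untreated-cell control; Controls: cell-only wells, no compound.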
sEH act = increases human soluble epoxide hydrolase activity; purified human sEH enzymatic activity, activator screen; AID 717; P34913; activation, % at 2 µM; hit rate 0.04% among 91,000; in the data active means activation above about 37%; further: values of inactives mirror those of a sister screen read the other way
HUVEC inhibit = human endothelial cell proliferation inhibition; HUVEC proliferation, CellTiter-Glo luminescence, 72 h; hits give low values; AID 648; hit rate 1.1% among 86,000; viability, % at 10 µM (by protocol);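 active means viability at or below 30%; inactive means viability above 30%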;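 further: 100% = median luminescence of DMSO-only cell control wells on each plate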
ERb coact inh = ER-beta (human) coactivator binding inhibition; TR-FRET ER-beta LBD / SRC1-Cy5 peptide binding; receptor agonist-loaded with 1 µM estradiol; Q92731; inhibition, % at 25.6 µM; hit rate 1.3% among 86,000;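 active means compounds whose percent inhibition of the receptor-coactivator binding signal exceeds about 50% in the single-dose screen, limit read from the data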;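 further: 0% = receptor plus peptide wells without compound and 100% = peptide-only wells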
Target sequence (Q92731 whole entry, looked up, the tested form may be a part): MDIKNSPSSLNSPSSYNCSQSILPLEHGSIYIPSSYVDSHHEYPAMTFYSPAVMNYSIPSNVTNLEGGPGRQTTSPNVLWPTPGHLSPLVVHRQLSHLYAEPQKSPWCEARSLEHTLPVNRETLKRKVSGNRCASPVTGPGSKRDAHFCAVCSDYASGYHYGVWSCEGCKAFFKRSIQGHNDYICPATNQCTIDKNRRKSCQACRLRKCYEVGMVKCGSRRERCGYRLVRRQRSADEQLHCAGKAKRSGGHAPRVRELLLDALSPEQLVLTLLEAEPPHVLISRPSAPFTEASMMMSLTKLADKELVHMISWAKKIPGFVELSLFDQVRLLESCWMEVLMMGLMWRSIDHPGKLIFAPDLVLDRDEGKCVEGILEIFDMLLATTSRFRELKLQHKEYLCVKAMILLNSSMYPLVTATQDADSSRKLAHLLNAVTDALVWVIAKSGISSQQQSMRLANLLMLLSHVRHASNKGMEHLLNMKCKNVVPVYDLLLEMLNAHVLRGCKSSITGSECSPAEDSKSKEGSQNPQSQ
* = called active by the depositor; · = not tested or not shown; [ ] = remark or other dose. The list is partial; the hit share may differ from the screen's.

Structure	Candida biofilm	Smad3 FoxH1 inh	ERa SRC1 inh	H69AR growth 86K	ERa SRC1 pot	Fibroblast inh	sEH act	HUVEC inhibit	ERb coact inh
N#CCCn1c2ccccc2c2nc3ccccc3nc21	-1	4	4	72	115[fluorescence artefact?]	92	1	87	3[fluorescence artefact?]
Cc1ccc(CNC(=O)CSc2nc(C)cc(C)c2C#N)cc1	2	7	9	89	116	111	10	89	-1
CCOc1ccc(NC(=O)CN2CCN(CC(=O)Nc3ccc(F)c(F)c3)CC2)cc1	5	-6	3	42	118	95	8	93	-3
COCC(C)NC(=O)c1ccccc1OC(C)=O (stereo not drawn)	·	-2	-2	98	106	109	-7	101	5[fluorescence artefact?]
CC1CCCN(S(=O)(=O)c2cc(Cl)ccc2Cl)C1 (stereo not drawn)	8	11	-9	95	103	85	11	83	-8
CCn1c(SCc2cccc(C(=O)O)c2)nnc1-c1ccccc1	-2	0	-6	81	112[fluorescence artefact?]	97	5	105	0
C=CCn1c(-c2cccc(OC)c2)nc2nc3ccccc3nc21	1	12	-7	34*	99	93	-6	82	-6
CCOc1ccccc1NC(=O)N1CCCC1C(=O)Nc1nnc(CC)s1 (stereo not drawn)	7	-11	7	91	104	104	9	104	28
CCOc1ccc2nc(NC(=O)C3CCCN(S(=O)(=O)c4cccc5nonc45)C3)sc2c1 (stereo not drawn)	5	1	-4	56	106	91	7	97	-4
COc1cccc(NC2=NCC(=O)N2Cc2cccs2)c1	-5	7	0	91	116	103	-4	96	-6
CCC(=O)N1CCN(c2nc(-c3ccc(Cl)cc3)cs2)CC1	-1	5	-38	96	90	97	16	89	-10
CCn1c(SCC(=O)NC2CCCCC2)nc2c(c1=O)SC(C)C2 (stereo not drawn)	8	7	3	39*	116	94	4	90	2
CCn1nc(NC(=O)c2ccccn2)c2cc3cccc(C)c3nc21	6	-3	-7	72	106	96	13	75	-10
COc1ccc(N(C(C)C(=O)NCc2ccco2)S(C)(=O)=O)cc1 (stereo not drawn)	-2	3	15[fluorescence artefact?]	99	153	99	-7	104	11
COc1ccc(OC)c(S(=O)(=O)NC(C)(C)C)c1	6	5	-6	95	100	106	-5	95	7
Cn1cnnc1SCc1ccc(C(=O)n2ncc(C#N)c2N)cc1	7	3	7	93	103	94	·	89	12
Cc1ccc(S(=O)(=O)N(CCC#N)CCN2CCCC2)cc1	1	6	-8	92	119	97	-2	97	-2
O=S1(=O)CC(O)C(NCc2cccnc2)C1 (stereo not drawn)	2	8	2	96	121	105	7	96	5
O=C(NCC1CCCCC1)C1CCN(C(=O)NC2CCCCC2)CC1	9	4	-9	97	123	100	·	108	-8
COc1ccc(C(=O)n2nc(C)cc2C)cc1Br	-5	3	5	96	84	97	-16	87	13
O=C(CN1CCOCC1)Nc1c(-c2ccccc2)c2cc(Br)ccc2[nH]c1=O	6	-5	-10	84	101[fluorescence artefact?]	94	6	101	0
COc1ccc(NS(=O)(=O)c2ccc(SC)cc2)cc1	7	-9	4	90	108	104	3	108	0
O=C(NCC(=O)N(c1ccccc1)C(C(=O)NC1CCCCC1)c1ccncc1)c1ccco1 (stereo not drawn)	-6	-10	3	104	112[fluorescence artefact?]	104	11	101	0
COC(=O)c1ccc2c(c1)SC1=C(CCCC1=O)N2	5	-4[fluorescence artefact?]	-16[fluorescence artefact?]	103	74[fluorescence artefact?]	100	4	99	1[fluorescence artefact?]

The list goes on; it opens with the 3 that closed the last part.
Structure	Candida biofilm	Smad3 FoxH1 inh	ERa SRC1 inh	H69AR growth 86K	ERa SRC1 pot	Fibroblast inh	sEH act	HUVEC inhibit	ERb coact inh
COc1ccc(NS(=O)(=O)c2ccc(SC)cc2)cc1	7	-9	4	90	108	104	3	108	0
O=C(NCC(=O)N(c1ccccc1)C(C(=O)NC1CCCCC1)c1ccncc1)c1ccco1 (stereo not drawn)	-6	-10	3	104	112[fluorescence artefact?]	104	11	101	0
COC(=O)c1ccc2c(c1)SC1=C(CCCC1=O)N2	5	-4[fluorescence artefact?]	-16[fluorescence artefact?]	103	74[fluorescence artefact?]	100	4	99	1[fluorescence artefact?]
CCOCC(=O)Nc1nc2ccc(OC)cc2s1	-2	5	-13	71	117[fluorescence artefact?]	103	1	96	-8
O=C(NCCN1CCCC1)c1ccc(Cn2c(=S)[nH]c3cc4c(cc3c2=O)OCO4)cc1	12	-8	70*[fluorescence artefact?]	72	145[fluorescence artefact?]	99	-1	86	45
O=C(NCCN1CCN(c2ccccc2)CC1)c1cccc(Br)c1	9	9[fluorescence artefact?]	-5	78	130	102	24	53	-4[fluorescence artefact?]
COc1ccc(-n2nc3cc(C)c(NC(=O)CC(C)C)cc3n2)cc1	6	-1	11[fluorescence artefact?]	101	105[fluorescence artefact?]	104	·	103	3
COc1ccc2c(c1)c1nnc(SCC(=O)N3CCCCC3C)nc1n2C (stereo not drawn)	14	6	3	50	97	95	3	93	-2
O=C(CCCOc1ccccc1)Nc1ccc2c(c1)OCCO2	2	-13	-4	83	95	101	-24	94	5
CCN(CCCNC(=O)CCn1c(=O)[nH]c2ccccc2c1=O)c1cccc(C)c1	-2	7	5	96	115[fluorescence artefact?]	·	-1	97	1
COC(=O)C1CCN(C(=O)c2ccc(SC)cc2OC)CC1	6	2	-3	103	110	104	·	102	-10
Cc1cc(Nc2ccccc2)nn1C(=O)c1ccccc1	9	-6	-4[fluorescence artefact?]	91	84[fluorescence artefact?]	92	-7	109	7
COc1ccccc1NC(=O)CN1CCC(n2nnc3cc(F)ccc32)CC1	7	9	-4	92	145	105	·	106	-9
Cc1csc(-c2cnn(-c3ccccc3)c2NC(=O)c2cccc(F)c2)n1	-1	-21	-9	79	94	96	9	103	-1
C1CCC(CNc2c3c(nc4nnnn24)CCCC3)CC1	1	4	2	98	112	88	·	98	3

Just ERa SRC1 pot and Smad3 FoxH1 inh (five entries from above):
structure	ERa SRC1 pot	Smad3 FoxH1 inh
O=C(NCCN1CCN(c2ccccc2)CC1)c1cccc(Br)c1	130	9[fluorescence artefact?]
C1CCC(CNc2c3c(nc4nnnn24)CCCC3)CC1	112	4
Cc1cc(Nc2ccccc2)nn1C(=O)c1ccccc1	84[fluorescence artefact?]	-6
COc1ccc(-n2nc3cc(C)c(NC(=O)CC(C)C)cc3n2)cc1	105[fluorescence artefact?]	-1
O=C(CCCOc1ccccc1)Nc1ccc2c(c1)OCCO2	95	-13

(further entries)
Structure	Candida biofilm	Smad3 FoxH1 inh	ERa SRC1 inh	H69AR growth 86K	ERa SRC1 pot	Fibroblast inh	sEH act	HUVEC inhibit	ERb coact inh
N=c1ccn(Cc2ccc(Cl)c(Cl)c2)cc1	8	12	-6	50	122	57	7	99	-6
CCNC(=O)N1C(=O)C2(OCCO2)c2cc(Br)ccc21	·	5	-1	83	129	93	11	98	-9
O=C(NCc1ccco1)N1c2ccccc2Sc2ccccc21	4	-8	2	91	100	92	7	82	-4
COc1ccccc1-c1nc(-c2ccncc2)no1	3	-12	7	88	118	99	2	90	-3
O=c1ccccn1Cc1c(Cl)cccc1Cl	5	1	-17	96	104	96	7	101	-27
CCCC1CCc2c(sc(NC(=O)c3cccs3)c2C(N)=O)C1 (stereo not drawn)	0	0	15	107	101	98	4	102	15
COc1ccc(C)cc1S(=O)(=O)NC1CCCC1	8	9	2	97	120	97	6	92	4
Cc1cccc(NC(=O)CCOc2ccccc2)c1	1	8	-3	91	62	93	3	92	-15
CC(=O)c1ccc(Nc2nc(=O)c3cccnc3s2)cc1	4	4	-5[fluorescence artefact?]	94	182[fluorescence artefact?]	109	-3	105	-9
CC(C)(C)C(=O)NC1CCN(S(=O)(=O)c2cccc(C(F)(F)F)c2)CC1	6	5	2	96	107[fluorescence artefact?]	101	·	96	-7
COCCNC(=O)CN1C(=O)CSc2cc(S(=O)(=O)N3CCCCCC3)ccc21	19	1	-1	98	124	108	-4	94	-4
N#Cc1c(/N=C/c2ccccc2)oc(-c2ccccc2)c1-c1ccccc1	8	15[fluorescence artefact?]	-4	85	78	92	-12	92	-3

4 compounds out of the list above, arranged by their value in sEH act, largest number first:
Structure	Smad3 FoxH1 inh	ERa SRC1 inh	ERa SRC1 pot	sEH act	ERb coact inh
CCNC(=O)N1C(=O)C2(OCCO2)c2cc(Br)ccc21	5	-1	129	11	-9
N=c1ccn(Cc2ccc(Cl)c(Cl)c2)cc1	12	-6	122	7	-6
CCCC1CCc2c(sc(NC(=O)c3cccs3)c2C(N)=O)C1 (stereo not drawn)	0	15	101	4	15
COCCNC(=O)CN1C(=O)CSc2cc(S(=O)(=O)N3CCCCCC3)ccc21	1	-1	124	-4	-4

The list goes on:
mol	Candida biofilm	Smad3 FoxH1 inh	ERa SRC1 inh	H69AR growth 86K	ERa SRC1 pot	Fibroblast inh	sEH act	HUVEC inhibit	ERb coact inh
CC(C)CN1CCC(C(=O)NCC2CCCO2)CC1 (stereo not drawn)	8	7	-5	91	133	103	-7	96	5
CCOCc1nnc(NC(=O)CSCc2ccccc2)s1	3	-10	-5	102	126	94	0	102	-6
CSc1nnc(NC(=O)c2cc3ccccc3oc2=O)s1	-3	15	36[fluorescence artefact?]	90	89[fluorescence artefact?]	109	·	100	6
COC(=O)c1c(NC(=O)CSc2nnnn2C)sc(C)c1C	7	4	3	84	93	93	0	65	0
COc1ccc(Cc2nnc(N)s2)cc1OC	9	10[fluorescence artefact?]	13	97	95	105	-2	102	14
Cn1c(=O)c2c(nc(N3CCC(C(N)=O)CC3)n2CCSc2nc3ccccc3s2)n(C)c1=O	5	-10	0	90	95	98	·	101	8[fluorescence artefact?]
COc1ccc(CNS(=O)(=O)c2ccc3oc(C(=O)O)c(C)c3c2)cc1	4	1	-4	99	120	97	-1	111	-16[fluorescence artefact?]
COC(=O)c1ccccc1COn1c(=O)c[n+]([O-])c2ccccc21	4	4	1	81	92	92	5	93	-8
O=C(c1cccc(Cl)c1)N1CCN(Cc2ccncc2)CC1	-2	-2	10	89	123	103	·	101	-6
COc1ccc2c(c1)Cc1sc(NC(=O)c3cccs3)nc1-2	1	2	19	90	100[fluorescence artefact?]	101	0	78	3
Cc1cc(C(=O)Nc2c(C)nn(Cc3ccccc3)c2C)on1	-3	-11	-10	96	89[fluorescence artefact?]	102	·	98	-7
O=C(CSC1=NCCS1)Nc1nc2ccccc2s1	-4	-2	-5	76	98	103	4	68	5
CCc1cc(C(=O)Cc2nc3ccccc3[nH]2)c(O)cc1O	5	-1	6	72	87	91	-20	83	0

Screening data as filed in PubChem.
